ARFGAP1 inh: rat ARFGAP1 inhibition; hit rate 0.26% among 360,000; Arfgap1-stimulated ARF1 GTP hydrolysis, GDP FP detection; AID 651572; Q62848; inhibition, % at 16.5 µM;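 active means inhibition above a per-plate limit, mean inhibition of low control wells plus 3 SD, cut at about 25% in these data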;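 further: 0% = DMSO wells with enzyme and 100% = wells lacking Arfgap1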
Target sequence (Q62848 1-136 limits assumed): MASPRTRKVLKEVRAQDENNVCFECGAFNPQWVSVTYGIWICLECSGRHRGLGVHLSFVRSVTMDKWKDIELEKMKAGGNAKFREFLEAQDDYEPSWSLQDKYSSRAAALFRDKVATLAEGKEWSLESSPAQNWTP
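Material: rat Arfgap1 GAP domain (His6, aa 1-136), purified enzyme. Also added: human ARF1(Δ1-17)-GTP substrate. Compound dosing: 16.5 µM single point, 1.26% DMSO. Timing: enzyme reaction 120 min at 25 °C after 20 min preincubation. Signal: GDP detection by fluorescence polarization. Read-out basis: percent inhibition of GAP-stimulated GDP formation, scaled between DMSO and no-Arfgap1 medians.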
PLC-gamma1 inh: inhibitors of human phospholipase C gamma1 | purified PLC-gamma1, fluorogenic substrate, fluorescence | inhibition, % at 12.2 µM | P19174 | hit rate 0.84% among 370,000; in the data active means inhibition above about 9.5%
PLC-beta3 inh: PLC-beta3 (human) inhibition, primary screen. Q01970. Purified PLC-beta3, fluorogenic substrate, fluorescence. inhibition, % at 12.2 µM. hit rate 0.18% among 370,000. AID 720704; in the data active means inhibition above about 11%;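 further: 0% = median of compound wells on plate and 100% = full blocker control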
Tn7 DDE FP: inhibitors of Tn7 peptide binding to human fibrin DD(E). hit rate 0.13% among 370,000. AID 720508. P02675. FP displacement of FITC-Tn7 peptide from fibrin DD(E); 0% = median of compound wells per plate. inhibition, % at 8.3 µM;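 active means inhibition above the mean of compounds falling within the control limits plus 3 SD of them, cut at about 14% in these data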;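 further: 0% = plate median of compound wells and 100% = 10 µM Aha-Tn7 peptide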
Target sequence (P02675 whole entry, looked up): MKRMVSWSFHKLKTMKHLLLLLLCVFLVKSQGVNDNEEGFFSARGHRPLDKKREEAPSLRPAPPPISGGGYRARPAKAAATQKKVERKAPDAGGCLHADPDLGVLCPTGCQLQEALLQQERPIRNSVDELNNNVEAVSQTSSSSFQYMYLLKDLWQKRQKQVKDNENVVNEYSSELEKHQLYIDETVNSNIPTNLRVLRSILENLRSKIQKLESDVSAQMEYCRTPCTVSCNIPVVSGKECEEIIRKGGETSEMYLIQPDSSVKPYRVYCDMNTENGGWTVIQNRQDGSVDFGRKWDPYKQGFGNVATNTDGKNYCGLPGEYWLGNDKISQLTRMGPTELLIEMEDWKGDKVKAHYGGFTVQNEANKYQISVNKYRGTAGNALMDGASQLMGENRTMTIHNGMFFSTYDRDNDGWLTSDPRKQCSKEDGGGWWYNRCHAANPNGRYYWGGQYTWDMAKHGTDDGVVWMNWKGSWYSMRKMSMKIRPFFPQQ
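Test system – human fibrin DD(E) · Times – 10 min preincubation, 3 h with tracer, room temperature · Detection – fluorescence polarization of the labelled Tn7 tracer · Measure – percent inhibition normalized to high-control wells · Benchmarks – high control wells with 10 µM unlabelled Aha-Tn7 peptide (full inhibition) · Repeats – singlicate testing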
ASAP1 inh: inhibitors of human ASAP1 ArfGAP activity; ASAP1-stimulated ARF1 GTP hydrolysis, GDP FP detection; hit rate 0.19% among 360,000; inhibition, % at 16.5 µM; Q9ULH1; in the data active means inhibition above about 25%;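 further: 0% = vehicle with enzyme and substrate and 100% = no enzyme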
Target sequence (Q9ULH1 325-724 limits assumed): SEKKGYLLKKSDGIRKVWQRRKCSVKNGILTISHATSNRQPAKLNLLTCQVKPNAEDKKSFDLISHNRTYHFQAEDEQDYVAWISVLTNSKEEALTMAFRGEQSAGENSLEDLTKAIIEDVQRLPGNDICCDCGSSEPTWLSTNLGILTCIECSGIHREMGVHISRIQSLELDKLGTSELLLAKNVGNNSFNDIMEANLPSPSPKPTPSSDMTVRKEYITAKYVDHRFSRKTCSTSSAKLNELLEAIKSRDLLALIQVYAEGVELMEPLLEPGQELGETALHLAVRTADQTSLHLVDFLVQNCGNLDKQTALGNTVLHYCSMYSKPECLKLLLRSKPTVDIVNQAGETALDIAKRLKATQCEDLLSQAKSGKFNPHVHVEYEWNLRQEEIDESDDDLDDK
proKLK7 act: activators of human kallikrein-7 zymogen. P49862. hit rate 0.9% among 370,000. activation, % at 7 µM. purified proKLK7, EDANS-DABCYL substrate fluorescence; 100% is mature enzyme control, 0% vehicle;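 active means activation above the mean of all tested compounds plus 3 SD, computed per campaign excluding outliers beyond control limits, cut at about 13% in these data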
HGIII-sPLA2 inh: Inhibits HGIII-sPLA2 liposome hydrolysis, primary screen | QFRET BODIPY PC-A2 liposome hydrolysis, fluorescence | inhibition, % at 12.2 µM | hit rate 0.56% among 370,000 | AID 743126;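 active means inhibition above mean plus 3 SD of compounds lying within the high and low control bounds, cut at about 19% in these data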;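 further: 0% = median of test compound wells and 100% = no enzyme DMSO wells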
UHRF1 binding: UHRF1 methyl-DNA binding inhibition; UHRF1 binding to methylated oligo, TR-FRET; inhibition, % at 4.4 µM; hit rate 0.75% among 370,000; AID 687016; in the data active means inhibition above about 21%;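 further: UHRF1 SRA domain binding a hemimethylated CpG hairpin DNA probe; 0% = median of test compound wells and 100% = reference inhibitor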
NR1D1 modulator: modulates human Rev-erb alpha binding to DNA; P20393; Rev-erbα–FITC-DNA binding, fluorescence polarization, 90 min; activity, % at 10 µM; hit rate 0.79% among 370,000;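 active means activity above about 14%, limit read from the data; passing the limit was not always enough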;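 further: 0% = DMSO wells with 35 nM protein and 100% = DMSO wells with 750 nM protein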
Tn6 DDE FP: DD(E)-Tn6 binding inhibition, primary FP screen; P02675; Fibrin DD(E) TRITC-Tn6 fluorescence polarization displacement; inhibition, % at 8.3 µM; hit rate 0.21% among 370,000; AID 720509;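 active means inhibition above a per-campaign cutoff: mean of compounds within control limits plus 3 SD, cut at about 15% in these data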;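 further: 0% = median of all compound wells on the plate and 100% = blocking peptide control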
* hit, by the source's call; i = inactive.

SMILES	ARFGAP1 inh	PLC-gamma1 inh	PLC-beta3 inh	Tn7 DDE FP	ASAP1 inh	proKLK7 act	HGIII-sPLA2 inh	UHRF1 binding	NR1D1 modulator	Tn6 DDE FP
Cn1nc(C(C)(C)C)cc1C(=O)N1CCCC(c2cc(C(=O)NCc3ccccc3)no2)C1 (stereo not drawn)	-11	-1	0	0	-17	0.3	-13	0	-1	2
CN(C)S(=O)(=O)c1ccc(-c2csc(N/N=C/c3ccco3)n2)cc1	13	-6	-20	-13	0	0.5	-3	-1	3	-3
O=C(NNC(=O)c1cccnc1SCc1cccc([N+](=O)[O-])c1)c1ccc(F)cc1	13	4	6	-3	-4	-0.5	-26	3	-2	2
CC(Oc1ccc2c(-c3ccccc3)cc(=O)oc2c1)C(=O)O (stereo not drawn)	-9	-23	-24	5	-6	0.9	5	13	4	5
S=C(NC1CC1)N1CCN(C(=S)NC2CC2)CC1	7	0	-9	-2	-4	0.0	10	3	-5	-2
CC1CN(Cc2ccccc2)c2nc3c(c(=O)n(CC(N)=O)c(=O)n3C)n2C1 (stereo not drawn)	-1	0	-6	-5	6	0.4	3	-1	5	-11
COc1ccc2oc(=O)c(C(=O)N3c4ccccc4CC3C)cc2c1 (stereo not drawn)	-4	-4	3	-2	12	0.2	2	-2	-5	1
CCOC(=O)N1CCN(C(=O)C[C@@H]2C[C@@]3(C(=O)OCC)CCC=C3N(Cc3ccccc3)C2=O)CC1	-5	-1	5	1	2	0.2	1	1	3	-2
O=C(N1CCN(c2ccccc2F)CC1)C12CC3CC(CC(C3)C1)C2	-7	3	2	-3	16	-1.1	0	-1	8	-1
Cc1ccc(Nc2nnc(-c3ccncc3)s2)c(Br)c1	-3	1	2	-4	-3	-0.2	2	9	3	-3
CCC(=O)c1cn(CC(=O)Nc2cc(C)ccc2C)c2ccccc12	0	1	-1	0	-4	-0.2	0	-4	32*	3
Cc1ccnc(OC(C(=O)O)C(OCCc2ccccc2)(c2ccccc2)c2ccccc2)n1 (stereo not drawn)	-1	-2	-11	3	4	0.1	-5	2	0	2
CCn1ncc(CN2CCN(Cc3ccc(OC)c(C)c3C)C(CCO)C2)c1C (stereo not drawn)	0	4	1	7	0	1.0	-4	-1	-3	-2
C=CC[N+](C)(C)CC(=O)OCc1ccccc1	-6	1	1	0	-4	-0.8	3	-2	2	1
CCc1cc2c(nc1CC)CCCN2S(=O)(=O)c1ccc(F)cc1	-7	-4	-1	6	-12	0.3	-5	-1	3	-2
c1ccc2c(c1)ncn2CCC1CCCCC1	1	-4	2	7	2	-0.1	-1	-1	3	18*
Cc1ccc2nc(-c3cccc(Br)c3)c(Cc3ccccc3C(F)(F)F)n2c1	-3	-1	-1	-4	3	0.0	-19	1	-3	-2
CCCCn1c(N)c(N(CCOC)C(=O)CCc2ccc(OC)cc2)c(=O)[nH]c1=O	-9	-2	-2	-4	8	0.8	9	1	0	-4
C=CCNC(=S)N1CCN(c2cc3c(cc2F)c(=O)c(C(=O)O)cn3CC)CC1	-9	-4	-9	2	-6	-0.2	1	1	-1	8
O=C(Cc1ccc(S(=O)(=O)N2CCOCC2)s1)Nc1ccc2c(c1)CCC2	4	0	-4	6	10	0.9	-22	2	1	4
Cc1c([N+](=O)[O-])c(C(=O)N2CCCC2)nn1C	8	2	4	-1	-1	-0.5	0	0	-2	1
CC1CCCCN1CCNC(=O)C1CCCN(c2ncnc3c2nc2n3CCCCC2)C1 (stereo not drawn)	-3	0	-7	2	4	0.0	5	3	2	-7
Cc1ccc(C)c(CN2CCC(n3nccc3NC(=O)C3CCCC3)CC2)c1	-8	-1	-8	1	1	0.3	-3	0	8	7
CN(CC(=O)Nc1c(Cl)cccc1Cl)C(=O)c1cc2ccccc2cc1O	-2	-49	-47	-4	12	-24	-30	3	0	0
Cc1ccc(NC(=S)N(Cc2ccccc2)C(C)C)cc1	12	0	-8	-1	3	0.6	-1	-3	-3	6
O=C(NC(=S)Nc1cccc([N+](=O)[O-])c1)C1CCCC1	8	2	-3	-2	-8	0.2	5	-4	7	7
CN(c1ccc(Cl)cc1)S(=O)(=O)c1nnc(NC(=O)c2ccco2)s1	-7	-16	-34	-3	6	0.4	-7	0	0	-2
COc1ccc(CCN2C(=O)C=CC2=O)cc1OC	-4	1	-4	0	0	-0.7	-5	-1	-3	4
N#Cc1ccccc1NC(=O)CN1CCOCC1	-6	0	-2	1	-5	-0.5	1	-3	-6	-7
COc1cc(C(=O)Nc2ccc(N(C)C)cc2)cc(OC)c1OC	2	-1	3	-2	6	-1.2	7	0	-8	-5
CCn1c(C)nc2cc(C(=O)N/N=C(\C)c3ccc(N4CCOCC4)cc3)ccc21	2	-1	-2	-1	3	0.0	0	0	5	3
COc1ccc(-c2cc(C(=O)NCc3cccnc3)no2)cc1OC	-17	-4	-6	0	3	0.6	0	-4	-9	7
N#C/C(=C\c1cccs1)C(=O)NCc1cccnc1	2	2	2	-6	12	-0.5	0	-3	-4	-4
CCOCCn1c(CN2CCCCC2)nc2c1c(=O)n(C)c(=O)n2C	6	3	6	-5	12	-0.1	5	0	-1	-6
O=C(CCCNS(=O)(=O)c1cccs1)N1CCN(c2cccc(Cl)c2)CC1	-2	0	-2	-2	-3	0.5	-6	2	5	-3
CN(C(=O)c1ccc(F)c(S(=O)(=O)N2CCOCC2)c1)C1CCCCC1	-2	4	-5	-5	8	0.3	2	0	4	-10
CC(=O)Nc1ccc(NC(=O)COc2c(C)cc(Br)cc2C)cc1	6	2	-1	2	13	-0.2	-2	-2	1	-6
CCCn1nnc(NC(=S)NC(=O)CC)n1	18	2	-1	-2	7	0.1	17	8	-3	-12
CCOc1ccc(CC(=O)OCn2nnc3ccccc3c2=O)cc1	6	3	-2	5	0	-0.4	7	2	-1	-4
O=c1[nH][nH]c2nc(C(F)(F)F)cc(C(F)(F)F)c12	20	1	-1	3	-1	0.2	3	-1	0	10
Cc1cc(C)c(C)c(S(=O)(=O)NCc2ccncc2)c1C	-5	-1	-8	-3	-1	0.0	0	1	-2	2
O=C(C1CCN(S(=O)(=O)c2cc(Cl)ccc2Cl)CC1)N1CCCC1	-1	-2	0	1	-8	0.3	1	-2	0	-1
CSc1ncnc2c1ncn2CCCNCc1ccccc1	6	0	3	2	5	0.8	3	-2	2	4
C#CCNC(=O)C[C@H]1C[C@@]2(C(=O)OC)C(=C[C@H](C3CCCC3)O[C@@H]2C)N(Cc2ccccc2)C1=O	-1	1	3	-3	1	0.6	-7	-1	0	3
Cc1ccc(S(=O)(=O)N(CCC(=O)NCc2ccc(S(N)(=O)=O)cc2)c2ccccc2)cc1	-11	2	-5	0	-4	-0.1	-5	1	-5	2

The closing 2 records of the part before open the next one.
SMILES	ARFGAP1 inh	PLC-gamma1 inh	PLC-beta3 inh	Tn7 DDE FP	ASAP1 inh	proKLK7 act	HGIII-sPLA2 inh	UHRF1 binding	NR1D1 modulator	Tn6 DDE FP
C#CCNC(=O)C[C@H]1C[C@@]2(C(=O)OC)C(=C[C@H](C3CCCC3)O[C@@H]2C)N(Cc2ccccc2)C1=O	-1	1	3	-3	1	0.6	-7	-1	0	3
Cc1ccc(S(=O)(=O)N(CCC(=O)NCc2ccc(S(N)(=O)=O)cc2)c2ccccc2)cc1	-11	2	-5	0	-4	-0.1	-5	1	-5	2
CC(C)(C)c1ccc(CC(=O)N2CCC2(C)C(=O)NS(=O)(=O)c2ccccc2)cc1 (stereo not drawn)	11	3	0	2	3	0.4	0	2	-3	-8
CCc1c(C#N)c(SCCC(=O)Nc2ccc(OC)cc2)nc2c1C(=O)CC(C)(C)C2	0	3	1	-2	-12	0.4	-4	1	7	2
O=C(CCN1C(=O)/C(=C/c2cccs2)SC1=S)NC1=NCCS1	0	1	1	-5	-2	0.3	4	-9	-5	-6
Nc1nc(Cl)nc2ccc(Br)cc12	-8	-7	-6	-1	-2	-0.8	-1	-3	3	-2
COCC(C)n1c(SCc2nc3ccccc3c(=O)[nH]2)nc2ccccc2c1=O (stereo not drawn)	-1	-8	-16	0	2	1.6	-5	2	2	4
CCOC(=O)c1cnc(Cc2ccccc2)[nH]c1=O	-5	0	-2	4	-5	0.3	3	-2	-1	3
Cc1ccccc1CC1(CO)CCCN(C(=O)c2cccc(Cl)c2)C1 (stereo not drawn)	8	2	3	4	14	-1.1	-9	-1	4	-3
O=C(CSc1nnc(COc2ccc(Cl)cc2)o1)NC1CC2CCC1C2 (stereo not drawn)	30*	0	-10	0	0	-0.5	11	3	2	6
CCOC(=O)C1=C(C)N(c2ccccc2)C(=O)C1CC(=O)O (stereo not drawn)	-1	-2	0	3	-3	0.8	-7	-1	-1	8
Cn1c(=O)c2c(nc(Oc3ccc4c(c3)OCO4)n2Cc2ccc(F)cc2)n(C)c1=O	7	0	3	5	9	-0.7	4	0	3	6
CC(C)(C)OC(=O)N/N=C\c1cccnc1	1	1	3	-2	2	-0.8	0	-2	5	7
O=C(Oc1ccccc1)c1cc2ccccc2o1	-4	6	2	-2	-9	0.0	-2	-3	4	1
C=CC[C@@H](CC(=O)NCCO)C(=O)NC[C@H](OC(=O)[C@@H](CC=C)CC(=O)OC(C)(C)C)c1ccccc1	2	-2	0	-2	5	-0.3	1	-5	-3	1
COC(=O)c1cn(CCOc2ccccc2)c2ccccc12	0	-2	-3	3	3	0.4	-16	-2	4	1
Cc1cc(C)c2[nH]c(=O)c(CN(CC3CCCO3)C(=O)C3CCCO3)cc2c1 (stereo not drawn)	-4	-5	-3	-4	-1	0.0	10	3	-5	1
CN1C(=O)c2cccc(NC(=O)CCc3ccccc3)c2C1=O	0	-44	-59	4	8	-7.2	16	0	-2	-4
COc1cc(/C=C/c2nc3ccccc3s2)cc(OC)c1O	2	i	i	-9	2	-5.1	-5	1	6	2
Cc1ccc(C(C)C)c(OCc2nnc3n2CCCCC3)c1	-1	2	0	-4	1	-0.4	-1	0	-3	-6
O=C(CSc1nnc(CNC(=O)c2c(F)cccc2F)o1)c1ccccc1	-6	1	-7	0	-6	0.3	-33	0	-5	-5
Cc1cccc(OCCCn2c(=O)oc3ccc(C)cc32)c1	1	3	-2	1	-13	-0.6	-1	25*	9	-2
COc1ccc(NC(=O)N2CCCC(C(=O)Nc3ccccc3OC)C2)cc1 (stereo not drawn)	-4	1	-6	4	4	0.0	4	-1	1	1

A draw from above in order of formula weight, low to high.
SMILES	ARFGAP1 inh	PLC-gamma1 inh	PLC-beta3 inh	Tn7 DDE FP	ASAP1 inh	proKLK7 act	HGIII-sPLA2 inh	UHRF1 binding	NR1D1 modulator	Tn6 DDE FP
Cc1ccc(C(C)C)c(OCc2nnc3n2CCCCC3)c1	-1	2	0	-4	1	-0.4	-1	0	-3	-6
CN1C(=O)c2cccc(NC(=O)CCc3ccccc3)c2C1=O	0	-44	-59	4	8	-7.2	16	0	-2	-4
O=C(CSc1nnc(CNC(=O)c2c(F)cccc2F)o1)c1ccccc1	-6	1	-7	0	-6	0.3	-33	0	-5	-5

High-throughput results from PubChem BioAssay.
